Assay outcomes as filed in PubChem BioAssay.
Giardia kill – kills Giardia lamblia; Giardia lamblia trophozoite viability; activity change, % at 7.66 µM, hits read low; 0.15% of 340,000 active; AID 540267; in the data active means activity change below about -80%; inconclusive means between about -30% and that limit;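 further: parasites exposed to compound for two days anaerobically before the ATP read; on the % scale 0 is the no-effect control and ±100 the full control effect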
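Giardia trophozoites, 100 cells per well, were exposed to compounds for 48 hrs at 37 deg C under anaerobic conditions; viability was then read as ATP content by bioluminescence after 15-30 min at room temperature.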
Coupling enz – coupling enzyme interference in Giardia aldolase counter-screen; activity change, negative = inhibition, % at 58.2 µM, hits read low; AID 2472; 0.67% of 290,000 active; coupling enzyme system counterscreen, AmpLite Red fluorescence; in the data active means activity change below about -30%; further: on the % scale 0 is the no-effect control and ±100 the full control effect
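Final compound at 57.5 uM, incubated 10 min at RT with coupling enzyme reagent (glyceraldehyde-3-phosphate), then 20 min with substrate and AmpLite Red detection. Fluorescence read at 525/598 nm; tests interference with the coupling assay, not aldolase inhibition.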
KCNH2 3.1 inh – KCNH2 3.1 (human) potassium channel inhibition; U2OS KCNH2 3.1, thallium flux FluxOr; active compounds read low; activity change, % (tested at about 1.8 µM); 0.95% of 340,000 active;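 active means maximum activity change below -70%; inconclusive means maximum activity change from -70% to -50%; inactive means maximum activity change above -50%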;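 further: thallium influx rate constant from kinetic fluorescence after stimulation buffer; on the % scale 0 is the no-effect control and ±100 the full control effect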
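Thallium flux via FluxOr fluorescence (Red40 quencher, 45 min loading) in U2OS cells virally expressing the KCNH2 3.1 isoform (1.77 x 10^8 /mL virus, overnight at 37 C). Rate constants from 2-min kinetic reads post-stimulation, normalised to positive and negative controls.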
PKM2 act – PKM2 (human) enzyme activation | purified PKM2, Kinase-Glo ATP luminescence, activation; response scale: 0% is enzyme alone, no compound | Potency, µM (highest dose often 57.5 µM), without a hit: top-dose activation, hits mostly activators | 0.34% of 260,000 active | AID 1631; further: potency means the concentration at half of the fitted maximal effect; on the % scale 0 is the no-effect control and ±100 the full control effect; nearly all actives have a fitted effect of over 55% in size
Target sequence (P14618 whole entry, looked up): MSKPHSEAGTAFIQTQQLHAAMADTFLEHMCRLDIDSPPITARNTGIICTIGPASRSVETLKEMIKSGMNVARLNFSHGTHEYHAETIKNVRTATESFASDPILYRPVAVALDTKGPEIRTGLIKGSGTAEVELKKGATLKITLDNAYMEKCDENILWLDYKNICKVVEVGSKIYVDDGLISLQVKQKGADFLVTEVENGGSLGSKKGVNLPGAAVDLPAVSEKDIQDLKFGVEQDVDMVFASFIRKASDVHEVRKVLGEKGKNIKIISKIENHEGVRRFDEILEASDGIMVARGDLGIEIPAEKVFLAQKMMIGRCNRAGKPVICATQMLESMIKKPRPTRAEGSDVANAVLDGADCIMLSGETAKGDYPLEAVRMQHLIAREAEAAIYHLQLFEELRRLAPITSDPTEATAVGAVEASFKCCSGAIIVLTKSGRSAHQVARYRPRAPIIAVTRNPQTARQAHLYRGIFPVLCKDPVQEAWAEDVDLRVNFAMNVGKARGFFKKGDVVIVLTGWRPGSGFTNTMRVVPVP
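hPK-M2, >95% pure; 0.1 mM ADP / 0.5 mM PEP final; imidazole pH7.2 buffer w/ 7 mM MgCl2, 50 mM KCl; 1 h RT; Kinase-Glo lum. Intermediate enzyme activity for dual inhibitor/activator qHTS.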
Menin MLL FP TR – displaces Texas Red mutant MLL peptide from human menin; AID 1768; O00255; Potency, µM (doses to about 61.6 µM), for inactives: at the top dose FP activity change, negative = inhibition, most hits filed as inhibitors; 0.23% of 270,000 active; Menin + Texas Red MLL mutant peptide, fluorescence polarization; active means well fitted inhibition curve with a large enough effect in the polarisation, with a control signal flat, not every such curve was filed as active; inconclusive means small, poorly fitted or top-dose-only effect, or effect the other way, or a change in a side signal; inactive means no such curve, though single readings can be large or run the other way; the % refers to the polarisation; further: potency means the concentration at half of the fitted maximal effect; % of control where 0% means no effect; many of its hits are not listed in these tables
KCNH2 WT inh – KCNH2 (human, wildtype) channel inhibition; 0.37% of 340,000 active; AID 720551; activity change, % at 1.84 µM; Q12809; U2OS, BacMam KCNH2, thallium flux FluxOr; active compounds read low;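 active means maximum activity change below -70%; inconclusive means maximum activity change between -70% and -50%; inactive means maximum activity change above -50%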; further: on the % scale 0 is the no-effect control and ±100 the full control effect
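U2OS cells transduced with wild-type KCNH2 virus are loaded with FluxOr dye for 45 min, and thallium flux is measured in kinetic reads before and after stimulation buffer. Rate constants are normalized to DMSO controls.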
USP2a block – blocks human ubiquitin-specific protease USP2a; USP2 core, Ub-CHOP2 coupled fluorogenic reporter, 485/531; Potency, µM (top dose mostly 38.3 µM), for the others: at the highest dose activity change, negative = inhibition, usual class: inhibitors; 0.01% of 330,000 active;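 further: potency means the concentration at half of the fitted maximal effect; plate controls were DMSO wells for no effect and full inhibition by NEM control for full effect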
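Cell-free coupled assay: 10nM USP2 core preincubated 30min RT with compound in Tris-HCl pH 8.0/CaCl2/CHAPS buffer, then 25nM Ub-CHOP2 and 25nM reporter substrate; fluorescence (Ex 485/Em 531) read after 60min RT, normalized to NEM inhibition, concentration-response curves fitted.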
TRPV1 ag – agonists of human vanilloid receptor 1 (TRPV1); 0.19% of 320,000 active; Q8NER1; activation, % at 8.33 µM; TRPV1-expressing cells, Fluo-8 calcium influx, agonist mode; in the data active means activation above about 80%; inconclusive means between about 30% and that limit; further: 0% is about no effect
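TRPV1-expressing cells were cultured overnight at 35.5C and loaded with Fluo-8 calcium dye for 40 to 90 min at room temperature. After a 10 s baseline, compound was added and calcium influx was read kinetically for 3 min (ex 480/em 520 nm).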
GALK inhibitor – inhibitors of human galactokinase; P51570; Purified GALK, Kinase-Glo residual ATP luminescence; Potency, µM (highest dose often 57.5 µM), for inactives: at the top dose activity change, negative = inhibition, most hits filed as inhibitors; 0.007% of 270,000 active; AID 1868; further: potency means the concentration at half of the fitted maximal effect; on the % scale 0 is the no-effect control and ±100 the full control effect
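ATP-depletion format; final 35 uM ATP, 100 uM D-galactose, 5 nM enzyme; pH 8.0 HEPES/Mg2+ buffer; 60 min RT; luminescence read 10 min after detection reagent.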
B2AR arrestin – beta2AR (human) beta-arrestin recruitment activity; AID 492947; Potency, µM (titrated, usually from 46.1 µM), for inactives: at the highest dose activation, most hits filed as activators; P07550; beta-arrestin recruitment to beta2AR, cell-based reporter; 0.02% of 330,000 active;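 further: potency means the concentration at half of the fitted maximal effect; 0% = DMSO controls and full agonism = EC100 isoproterenol or metaproterenol; nearly all actives have a fitted effect of over 65% in size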
Target sequence (P07550 whole entry, looked up): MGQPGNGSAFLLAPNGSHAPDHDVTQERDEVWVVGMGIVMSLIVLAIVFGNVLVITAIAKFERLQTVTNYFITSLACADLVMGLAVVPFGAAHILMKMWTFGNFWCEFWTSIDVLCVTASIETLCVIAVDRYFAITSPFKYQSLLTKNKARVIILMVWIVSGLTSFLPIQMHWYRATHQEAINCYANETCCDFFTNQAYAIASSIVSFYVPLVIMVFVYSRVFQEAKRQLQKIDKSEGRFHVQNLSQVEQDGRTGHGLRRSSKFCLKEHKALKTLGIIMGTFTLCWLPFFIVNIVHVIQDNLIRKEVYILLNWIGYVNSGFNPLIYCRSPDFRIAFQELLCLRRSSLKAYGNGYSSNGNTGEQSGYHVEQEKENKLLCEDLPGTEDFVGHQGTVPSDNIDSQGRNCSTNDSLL
MLL CXXC-DNA inh – MLL CXXC-DNA interaction inhibition | MLL-CXXC / FITC-HOXA9 DNA fluorescence polarization | Potency, µM (top dose mostly 115 µM), for inactives: top-dose activity change, negative = inhibition, hits mostly inhibitors | 0.037% of 290,000 active; active means well fitted inhibition curve with a large enough effect in the polarisation, with a control signal flat, not every such curve was filed as active; inconclusive means small, poorly fitted or top-dose-only effect, or effect the other way, or a change in a side signal; inactive means no such curve, though single readings can be large or run the other way; the % refers to the polarisation; further: potency means the concentration at half of the fitted maximal effect
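Steps: dispense CXXC domain solution (7 uM) → pin compounds or unlabeled HOX-A9 DNA control → 5 min ambient → add FLSN-HOX-A9 solution (50 nM) → spin → 30 min ambient → fluorescence polarization. Tris pH 7.5/NaCl/DTT/BSA buffer.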
* = called active by the depositor; i = inactive; ? = inconclusive; nt = no result given; [ ] = remark or other dose. Unless noted, the call rests on the fitted dose curve; in most records, active means well fitted curve in the direction sought with a large enough effect; inconclusive means small, poorly fitted or top-dose-only effect, or another doubt; inactive means no such curve, though single readings can be large; an effect the other way counts as inactive or inconclusive. This is a subset (hit frequency here may not be typical).

SMILES	Giardia kill	Coupling enz	KCNH2 3.1 inh	PKM2 act	Menin MLL FP TR	KCNH2 WT inh	USP2a block	TRPV1 ag	GALK inhibitor	B2AR arrestin	MLL CXXC-DNA inh
CCN(C(=O)CN1CCN(c2cccc(C(F)(F)F)c2)CC1)c1c(N)n(Cc2ccccc2)c(=O)[nH]c1=O	3	1	3	1%	-19%	-17	0%	4	1%	-0.1%	3%
CCn1c(SCC(=O)Nc2ncc(C(F)(F)F)cc2Cl)nnc1-c1ccccc1	7	5	8	0%	-16%	-4	3%	-2	-3%	-0.7%	2%
COc1ccccc1Nc1ncnc2ccccc12	-18	0	-6	-3%	14%	-1	0%	-6	4%	0.6%	-3%
O=C(N/N=C/c1cccc(OCC(=O)N2CCCC2)c1)C(=O)Nc1ccccc1F	0	3	-4	-2%	-1%	4	1%	11	0%	-0.5%	15%
Cc1ccc(C(NC(=O)/C=C\c2ccc3c(c2)OCO3)C(=O)Nc2ccc3c(c2)OCO3)cc1 (stereo unspecified)	6	-2	-9	-13%	-21%	24	-10%	1	1%	0.7%	-1%
Cc1ccc2c(c1)c(C)c(C)n2CC(O)CN1CCCCC1C (stereo unspecified)	0	3	2	-13%	-16%	-2	0%	2	2%	-0.2%	6%
CCOc1cc(NC(=O)c2cnccn2)c(OCC)cc1NC(=O)c1ccc(OC)cc1	nt	0	nt	-12%	4%	nt	-2%	-3	-3%	0.0%	2%
Cc1oc2cc(O)ccc2c(=O)c1Oc1ccc2ccccc2c1	3	4	nt	-2%	?	0	-10%	-5	3%	-0.2%	-5%
Cc1cc(OCC(=O)NCCCn2ccnc2)c2c(C)cc(=O)oc2c1	11	nt	4	nt	nt	10	2%	3	9%	0.3%	-4%
CC1=C(C(=O)NCc2ccccc2)C(c2ccccc2OCC(N)=O)NC(=O)N1 (stereo unspecified)	7	-1	-14	-9%	-8%	-3	0%	-2	-1%	-0.1%	-3%
COc1c(O)cc(O)c2c(=O)cc(-c3ccccc3)oc12	15	nt	-13	nt	nt	-6	2%	nt	nt	?	nt
O=C(c1cccc(S(=O)(=O)N2CCOCC2)c1)N(CCO)Cc1ccccc1	-9	3	-17	0%	-10%	-6	0%	3	0%	-0.4%	-2%
CC(=NCc1ccco1)c1c(C(F)(F)F)[nH]n(-c2nc3ccccc3s2)c1=O	-5	3	-3	-43%	-3%	-1	5%	-3	0%	-0.3%	10%
Cn1c(SC2C(=O)CC(C)(C)CC2=O)nnc1-c1ccco1	0	3	18	1%	12%	25	1%	-3	1%	0.0%	-3%
COc1ccc(S(=O)(=O)NCCSCc2ccco2)cc1	7	2	2	-7%	-6%	2	2%	-2	-3%	0.1%	-4%
CCCCCCSc1ccc(-c2nc3ccc(C)cn3c2NC2CCCCC2)cc1	-10	nt	10	nt	nt	3	0%	13	nt	0.0%	nt
COC(=O)c1cc(OC)c(OC)cc1NC(=O)c1ccc(C)o1	-5	-1	-4	-17%	12%	-5	-2%	1	0%	-0.1%	-15%
COc1ccc(NC(=O)Cn2ncc(Cl)c(Cl)c2=O)cc1S(=O)(=O)N1CCOCC1	-4	1	3	-1%	?	2	2%	-3	-2%	-1.1%	-2%
COc1cccc(C(C(=O)NC2CCCC2)N(C(=O)c2ccco2)c2ccc(-n3cnnn3)c(C)c2)c1OC (stereo unspecified)	-16	1	-7	-3%	-4%	i	0%	0	-2%	-1.2%	6%
COc1cccc(CN(CC(=O)NC2CCCC2)C(=O)Cn2nnc(-c3cccs3)n2)c1	1	1	10	0%	1%	4	2%	-5	2%	-1.9%	-6%
Fc1cccc(Cn2cc(C(=S)N3CCOCC3)c3ccccc32)c1	3	-5	-3	2%	19%	-3	-10%	16	-1%	0.0%	-5%
Cc1ccccc1NS(=O)(=O)c1ccc(C(=O)OCC(=O)NCC(C)C)cc1	1	1	-16	14%	41%[activator]	12	1%	-4	7%	0.2%	12%
Cc1cccc(OCC(=O)NCC(c2cccs2)N2CCOCC2)c1 (stereo unspecified)	3	nt	8	nt	nt	-18	-1%	6	nt	-0.1%	nt
CC(C)(C)n1nc2c(c1NC(=O)Cc1ccc(Cl)cc1)CS(=O)(=O)C2	-4	nt	-3	3%	nt	-9	4%	2	-5%	0.8%	-9%
O=C(Cn1nnc2ccccc21)Nc1ccc([N+](=O)[O-])cc1	5	0	-11	-2%	nt	4	0%	-1	-1%	0.3%	-3%
CC1CC(C)CN(S(=O)(=O)N2CCC(C(=O)NCCC3=CCCCC3)CC2)C1 (stereo unspecified)	-15	-1	16	-9%	0%	nt	0%	-2	4%	0.1%	-4%
CCC(C)NS(=O)(=O)c1ccc(S(=O)(=O)N(CC(=O)Nc2ccccc2)CC2CCCO2)cc1 (stereo unspecified)	-3	1	-4	1%	nt	-5	2%	-1	1%	0.2%	5%
O=C(O)c1ccc(Nc2ncc([N+](=O)[O-])cc2[N+](=O)[O-])cc1	-14	3	-18	-1%	16%	1	0%	2	7%	0.0%	6%
COc1ccc(C2=NOC3(CC(=O)N(c4ccc(C)cc4)C3=O)C2)c(OC)c1 (stereo unspecified)	-8	-2	-19	1%	3%	7	0%	2	-3%	0.0%	-7%
COc1ccc(-c2nc(N)n(C(=O)c3ccc(C)cc3)n2)cc1	-11	-1	-32	0%	-4%	-4	0%	2	-4%	-1.0%	124%[activator]
COc1cc(NC(=O)CCn2c(=O)[nH]c3ccsc3c2=O)cc(OC)c1	-8	-3	-5	1%	-17%	1	2%	-1	1%	-0.4%	-1%
CC(=O)NC1=NC(=O)C(C)S1 (stereo unspecified)	12	0	-10	-7%	3%	1	3%	0	nt	-0.2%	-8%
Cc1cc(N(CC(=O)NC2CC2)S(C)(=O)=O)ccc1Br	1	3	-18	-6%	2%	-3	0%	1	1%	-0.4%	-2%
CCN(CC)CCN1CCn2c3c(c4cc(C)ccc42)CCCC31 (stereo unspecified)	-17	-7	-20	0%	-7%	nt	2%	1	0%	-0.3%	6%
COc1ccccc1CNC(=O)c1ccc2c(=O)n(CC3CCCO3)c(=S)[nH]c2c1 (stereo unspecified)	4	8	-4	5%	17%	2	-4%	5	7%	-0.6%	7%
O=c1c(Cl)c(N2CCNCC2)cnn1C12CC3CC(CC(C3)C1)C2	-11	1	1	-2%	5%	6	0%	-2	5%	0.2%	-1%
COc1ccc(-c2ccnc(SCC(=O)N3CCN(c4ccccc4)CC3)n2)cc1	-11	0	-34	2%	nt	-6	1%	2	nt	-1.1%	-2%
COc1ccc(/C=C(\NC(=O)c2ccccc2)C(=O)NCCN2CCOCC2)cc1	-12	3	5	8%	2%	-1	-1%	8	7%	-0.2%	4%
COc1cc2c(cc1OC)C1(CCCCC1)CN(C)C2	22	4	6	-4%	-9%	-5	-12%	19	1%	2.9%	5%
CCOC(=O)c1c(-c2ccccc2)csc1NC(=O)c1cccc(N2C(=O)CCC2=O)c1	-4	0	29	-1%	-18%	0	-1%	1	3%	0.3%	-1%
Cc1cc(F)ccc1NCc1ccccc1[N+](=O)[O-]	4	5	-5	-4%	28%	11	0%	-3	-1%	-0.6%	-4%
COC(=O)[C@H](Cc1ccccc1)NC(=O)NCCC1=CCCCC1	2	3	4	-8%	2%	-5	3%	5	3%	-0.1%	-1%
NS(=O)(=O)c1ccc(CCNC(=O)[C@@H]2CCCN2S(=O)(=O)c2ccccc2F)cc1	-21	2	11	1%	nt	-17	4%	nt	-1%	-0.3%	-7%
O=C(NCCc1cccnc1)c1cc(COc2ccc(F)cc2Cl)on1	-6	4	-6	1%	0%	-2	-1%	?	1%	-0.3%	0%
Nn1c(SCc2ccccc2F)nnc1-c1ccncc1	32[activator]	4	-14	0%	nt	-2	2%	-5	-3%	-0.5%	2%
Cc1c(S(=O)(=O)NC2CCCCCC2)c(=O)n(C)c(=O)n1C	-27	nt	-6	nt	nt	0	1%	-5	nt	-0.5%	nt
O=C(Nc1nccs1)C1CCN(S(=O)(=O)c2cnc[nH]2)CC1	-1	3	18	7%	?	-10	1%	-1	1%	-0.3%	-3%
COc1ccc(/C=C(/NC(=O)c2ccco2)C(=O)Nc2ccc(C(=O)O)cc2)cc1	-5	-2	-13	1%	4%	8	-1%	-2	-1%	-0.3%	10%
CC(C)N(C(=O)CO/N=C/c1cccc([N+](=O)[O-])c1)C(C)C	-2	6	7	0%	3%	-2	-1%	-7	-8%	0.2%	5%
O=C(O)CCC(=O)Nc1cccc(C(=O)Nc2cccc(Cl)c2)c1	-11	3	1	-2%	13%	-1	2%	-1	-7%	-0.5%	-10%
